Screens (PubChem BioAssay)
E-sel TNF inh: E-selectin induction blockers in HUVEC – imaging, immunofluorescence, high content, primary screen; AID 1246, 2008; inhibition, % at 2 µM; hit rate 0.71% among 120,000; HUVEC TNFa-induced E-selectin immunofluorescence;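 active = inhibition above the batch mean plus 3 SD, and confirmed as a hit on visual image review, cut at about 43% in these data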;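 also: 0% = TNF-stimulated DMSO wells and 100% = unstimulated control wells; not every result past the cut was called active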
MRP-1 activ: H69AR viability gain despite doxorubicin, primary screen, MRP-1 activator project, H69AR cells, CellTiter-Glo; viability rescue; viability increase, % at 10 µM; hit rate 0.61% among 140,000; AID 799, 2007;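 active = viability gain under doxorubicin at or above a set limit, the compound median plus 3 SD, cut at about 4.7% in these data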;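 also: MRP-1 overexpressing cells given doxorubicin 25 µM after compound pretreatment; 18-22 h compound pretreatment then 72 h with doxorubicin before readout; 0% = doxorubicin-only wells and 100% = vehicle-treated cells without doxorubicin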
Phagocytosis inh: inhibitors of macrophage phagocytosis, primary screen, imaging, J774A.1 cells, IgG beads. J774A.1 macrophage IgG-bead phagocytosis. inhibition, % at 5 µM. hit rate 0.07% among 110,000. AID 1029, 2008;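 active = inhibition above the mean of the plate negative controls plus 5 SD, cut at about 13% in these data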;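 also: phagocytic index as fraction of beads internalized from green versus red external bead signal; plate controls were DMSO negative control for no effect and cytochalasin-D positive control for full effect; some results beyond the cut were filed as inactive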
BB579 growth dn: growth inhibitors of yeast BB579 in restrictive medium, primary screen, yeast lifespan-shortening project, S. cerevisiae; hit rate 0.51% among 140,000; OD615, 48 h; AID 804, 2007; inhibition, % at 10 µM;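 active = inhibition above a set limit, 3 SD over the mean compound inhibition, cut at about 44% in these data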; also: inactives centre near -24
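Assay system: S. cerevisiae DeaD strain BB579 yeast. Medium: CSMM-D restrictive synthetic medium containing dextrose (glucose). Times: 4 h cell preincubation, 48 h compound exposure, 30 °C humidified. Signal: OD615 turbidity measurement. Benchmarks: positive control amphotericin B 10 µg/mL.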
Yeast lifespan up: compounds extending yeast replicative lifespan, primary screen, S. cerevisiae, OD615; S. cerevisiae growth with nicotinamide; deaD strain in restrictive glucose medium; inhibition of the nicotinamide effect, % at 10 µM; hit rate 0.68% among 130,000; AID 775, 2007;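 active = inhibition above a set limit, placed 3 SD over the median of all compounds, cut at about 26% in these data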;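 also: 0% = nicotinamide-treated wells and 100% = cells grown without nicotinamide; some compounds called inactive have numbers as strong as hits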
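Assay system: DeaD-strain S. cerevisiae. Medium: CSMM-D glucose medium, restrictive. Reagent: nicotinamide, 1.5 mM, co-present with compound. Compound: 10 µM single point, 0.25% DMSO. Schedule: culture preincubation 4 h, compound exposure 48 h, both 30 °C. Detection: absorbance at 615 nm.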
GALR2 blocker: GALR2 antagonists in receptor-expressing cells, primary screen | Galanin receptor type 2 (Homo sapiens), O43603 | antagonist mode | inhibition, % at 4 µM | hit rate 0.39% among 140,000 | AID 828, 2007; in the data active = inhibition above about 27%;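 also: cells stimulated with galanin 1-16 at roughly its EC80; 0% = agonist challenge control and 100% = basal control without agonist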
Target sequence (O43603 whole entry, looked up): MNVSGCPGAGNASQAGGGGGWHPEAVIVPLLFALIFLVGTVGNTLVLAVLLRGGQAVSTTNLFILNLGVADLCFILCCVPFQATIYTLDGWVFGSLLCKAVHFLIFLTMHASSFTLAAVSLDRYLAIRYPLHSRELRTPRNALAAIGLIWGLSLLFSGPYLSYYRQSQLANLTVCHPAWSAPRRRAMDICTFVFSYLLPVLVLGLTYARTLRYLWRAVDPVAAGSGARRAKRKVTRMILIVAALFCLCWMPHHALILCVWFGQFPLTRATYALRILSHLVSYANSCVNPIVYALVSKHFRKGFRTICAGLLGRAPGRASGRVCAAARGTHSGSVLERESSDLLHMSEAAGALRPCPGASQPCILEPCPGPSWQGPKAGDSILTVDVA
Measles CPE: compounds protecting cells from measles virus cytopathic effect, primary screen, measles RdRp inhibitor project, single point, MLSMR library, absorbance; hit rate 1.5% among 140,000; Measles virus-infected cells, CPE protection; protection (pct of control), % at 4 µM; AID 841, 2007; in the data active = protection mostly above about 24%, no sharp cut-off; inactive = mostly below about 26%; also: some compounds called inactive have numbers as strong as hits
PTEN del growth: growth suppression of PTEN-null HCT116, primary screen, cell-based, CellTiter-Glo. HCT116 PTEN-null viability, 60 h; active compounds read low. viability, % at 10 µM. hit rate 1.2% among 140,000;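 active = viability at or below a set limit, 4 SD under the median of all tested compounds, cut at about 3.7% in these data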;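 also: PTEN knockout HCT116 line with beta catenin targeted HCT116 as companion control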
HCT116 bCat-KO: primary screen for growth suppressors in beta-catenin knockout HCT116 cells (colon tumor, human); hit rate 1.5% among 140,000; viability, % at 10 µM; HCT116 beta-catenin knockout viability, CellTiter-Glo, 60 h; active compounds read low; AID 818, 2007;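 active = viability at or under a set limit, the compound median less 4 SD, cut at about 6% in these data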;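 also: 0% = Hyamine 1622 control at 20 µM and 100% = untreated cell control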
NPY Y2 blocker: NPY-Y2 receptor antagonists, primary screen, cell-based; hit rate 0.99% among 140,000; inhibition, % at 2.7 µM; Neuropeptide Y receptor type 2 (Homo sapiens), P49146; NPY-Y2 expressing cells, antagonist mode; in the data active = inhibition above about 17%;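 also: 0% = vehicle with agonist challenge and 100% = reference antagonist with challenge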
Target sequence (P49146 whole entry, looked up): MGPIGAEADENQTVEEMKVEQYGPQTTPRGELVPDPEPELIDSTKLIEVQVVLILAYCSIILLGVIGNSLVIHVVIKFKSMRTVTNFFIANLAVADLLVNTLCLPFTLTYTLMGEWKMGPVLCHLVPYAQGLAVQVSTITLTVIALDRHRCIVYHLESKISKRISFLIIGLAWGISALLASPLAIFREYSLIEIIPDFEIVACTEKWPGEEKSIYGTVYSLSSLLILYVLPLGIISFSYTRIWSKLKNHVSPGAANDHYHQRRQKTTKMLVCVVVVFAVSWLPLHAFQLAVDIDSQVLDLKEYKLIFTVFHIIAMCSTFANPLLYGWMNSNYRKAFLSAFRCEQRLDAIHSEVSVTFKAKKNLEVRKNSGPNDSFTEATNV
Active calls of the source: *; / = not tested or not shown.

Compound,Yeast lifespan up,HCT116 bCat-KO,MRP-1 activ,PTEN del growth,E-sel TNF inh,BB579 growth dn,GALR2 blocker,Phagocytosis inh,Measles CPE,NPY Y2 blocker
Cc1cc(OCC(=O)c2ccc(F)cc2)ccc1N1C(=O)CCC1=O,-6,94,-0.6,95,-7,-22,9,1,18,1
Cc1ccc(CN2C(=O)N/C(=C/c3cc(C)n(-c4ccccn4)c3C)C2=O)cc1,6,82,2.2,84,/,-20,9,-13,9,-1
Cc1cc(C)c(/C=C(\C#N)C(N)=S)c(C)c1,-6,91,-1.2,95,5,-4,2,-4,4,7
Cc1ccc(/C=c2\sc3nc(-c4ccccc4Br)nn3c2=O)o1,-16,97,-1.6,101,-16,-16,-1,1,17,5
Cc1ccc(C(=O)COC(=O)CCC(=O)Nc2cccc(Cl)c2)cc1[N+](=O)[O-],-9,90,-0.2,90,-15,-19,-2,-4,4,-1
O=C(NCCc1ccccc1)C(c1ccncc1)N(C(=O)c1csnn1)C1CC1 (centres undefined),/,97,-1.2,101,4,-24,10,/,4,0
COc1ccccc1C(=O)COC(=O)c1ccccc1OCC(=O)Nc1ccc(SC(F)F)cc1,4,60,-1.5,46,/,-8,-3,-3,13,6
Cn1c2ccc(F)cc2c2ncn(Cc3ccco3)c(=O)c21,-12,95,-1.9,97,-5,-28,6,-1,9,1
C/C(Cl)=C/Cn1c(SCCN2CCOCC2)nc2c1c(=O)[nH]c(=O)n2C,-5,90,-0.9,89,9,-19,-3,1,4,3
O=C(c1cccs1)N1N=C(c2ccc(O)cc2)CC1c1ccccc1 (centres undefined),2,79,2.5,75,11,-19,-14,-4,6,8
Cc1csc(NC(=O)c2cc(-c3ccco3)nc3ccccc23)n1,-6,89,-3.6,84,-14,-37,7,-8,22,3
Cc1ccc2cccc(Oc3ncnc4scc(-c5ccccc5)c34)c2n1,21,70,-4.6,60,19,-35,-8,-12,13,5
c1ccc(-c2n[nH]c(-c3ccccc3)c2-c2nc3ccccc3[nH]2)cc1,-11,86,-4.1,77,1,-44,5,/,20,8
CC1Cc2nc(SCC(=O)OCc3ccccc3)n(C)c(=O)c2S1 (centres undefined),3,97,-2.9,93,9,25,7,-2,5,2
CCOC(=O)N1CCN(C(=O)c2ccc3c(=O)n(-c4ccc(OC)cc4)c(=S)[nH]c3c2)CC1,-15,101,-2.6,93,13,-16,3,1,13,0
CCCCn1c(CCn2nc(C)c(Br)c2C)n[nH]c1=S,-8,105,-0.4,102,6,-65,-4,0,12,1
Cc1cc(C(=O)N2CCN(CCc3ccccc3)CC2)no1,43,107,-1.0,93,17,18,-17,/,14,2
CCCOc1ccc(C(=O)NCc2cccnc2)cc1,-21,95,-0.7,88,-15,-32,5,-2,5,3
COC(=O)c1nn(-c2ccc3c(c2)OCO3)cc1O,-5,83,-4.7,80,-1,-33,-3,/,13,4
Cc1ccccc1N=C(NOCc1ccccc1)c1nonc1N,11,71,-3.6,65,-36,-32,9,/,15,11
O=[N+]([O-])c1cc2c(cc1C=Nc1ccccc1)OCO2,18,85,-3.0,88,-5,-41,-6,/,2,-1
CCn1cc(C(=O)OCc2ccccc2)c(=O)c2ccc(C)nc21,0,76,-0.3,78,-22,-46,7,10,6,3
O=C(CN1CCN(S(=O)(=O)c2ccc(Br)cc2)CC1)Nc1ccccc1F,-7,82,-0.9,85,-9,-40,-2,-1,12,2
Nc1c(-c2cccc(Cl)c2)cnn1-c1cccc(C(F)(F)F)c1,-18,28,-0.6,26,32,-18,-4,-2,5,1
CC(=O)Nc1ccc(S(=O)(=O)N2CCSCC2)cc1,-5,89,-1.1,83,16,6,-5,0,0,-1

Brought forward from above: three entries; new compounds follow.
Compound,Yeast lifespan up,HCT116 bCat-KO,MRP-1 activ,PTEN del growth,E-sel TNF inh,BB579 growth dn,GALR2 blocker,Phagocytosis inh,Measles CPE,NPY Y2 blocker
O=C(CN1CCN(S(=O)(=O)c2ccc(Br)cc2)CC1)Nc1ccccc1F,-7,82,-0.9,85,-9,-40,-2,-1,12,2
Nc1c(-c2cccc(Cl)c2)cnn1-c1cccc(C(F)(F)F)c1,-18,28,-0.6,26,32,-18,-4,-2,5,1
CC(=O)Nc1ccc(S(=O)(=O)N2CCSCC2)cc1,-5,89,-1.1,83,16,6,-5,0,0,-1
Cc1ccc(NC(=O)NCCCN2CCCC2=O)cc1,-12,104,0.1,99,8,-9,-2,-1,14,0
CCS(=O)(=O)Nc1c(C(=O)OC)[nH]c2ccccc12,-8,98,-1.9,101,-42,7,11,1,/,-3
CCOc1ccc(Cn2nnc(C(=O)NCc3ccc(OC)cc3)c2N)cc1,-9,91,-1.2,91,/,-5,10,0,3,6
Cn1c(-c2ccccc2)cccc1=O,-4,92,-1.9,98,/,-33,-4,-1,27,2
CCOC(=O)N1CCC(NC(=O)CCS(=O)(=O)c2ccc3c(c2)CCN3C(=O)CC)CC1,-5,104,-0.8,102,/,-41,-5,-1,10,1
COC(=O)c1cc(=O)n(Cc2ccc3c(c2)OCO3)c(=Nc2ccc(F)cc2)s1,-8,27,-5.4,16,1,16,-16,/,5,4
O=C(CCCN1C(=O)CSc2ncccc21)N1CCN(c2cccc(C(F)(F)F)c2)CC1,-8,74,-2.0,74,-46,-88,10,-5,8,1
Cc1ccc(OCCC(=O)OCC(=O)N2c3ccccc3CC2C)cc1 (centres undefined),-10,99,-0.8,112,/,-9,6,-1,2,14
CCOc1ccc(C(=O)NC(=S)Nc2ccccn2)cc1[N+](=O)[O-],-5,49,-0.1,35,-22,1,-5,/,0,-1
COCC(C)N=Cc1c(O)[nH]c2ccccc12 (centres undefined),-16,101,-0.2,97,2,21,0,-2,1,3
CCOC(=O)c1ccc(N2C(=O)CC(C(=O)OC)=C2C)cc1,-9,81,-2.6,74,-33,-16,-6,0,17,-1
O=C(Nc1cccc2ccccc12)C1CCN(C(=O)Cc2ccccc2)CC1,/,88,-3.4,87,-8,-24,3,/,6,0
CCn1c(CCNC(=O)c2cccs2)nnc1SCC(=O)Nc1ccc(Cl)cc1,/,77,-3.4,90,1,-16,5,/,6,5
Cc1cc(C(F)F)nn1CC(=O)N1CCSCC1,/,97,-1.4,94,-13,4,-6,/,6,0
O=C1OCCN1CCN(CN1C(=O)CCC1=O)CN1C(=O)CCC1=O,-2,93,-2.2,105,/,-35,3,-2,4,-1
CCOc1ccccc1N1CCN(C(=O)Nc2ccc(F)c(Cl)c2)CC1,-8,54,-0.5,77,-20,-9,-3,0,12,1
Cc1cc(Cl)c(OCCCCN2CCOCC2)c(Br)c1,0,78,-1.6,93,/,3,-1,-1,40,5
Cc1nc(Nc2nc(CSc3nc4ccccc4[nH]3)cc(=O)[nH]2)nc2ccccc12,6,3.6*,-2.6,3.7*,/,-5,-2,-4,2,1
O=C(O)CCC(=O)N1CC=C(c2ccccc2)CC1,-4,65,-2.6,76,-29,-23,-8,-2,11,1
CC(C)(C)C(=O)OCCNc1nc(-c2ccccc2)nc2ccccc12,-5,74,-3.8,64,/,-32,2,-1,22,4
CC(C)NS(=O)(=O)c1ccc(OCC(=O)N2CCCC2)c(Cl)c1,-2,91,-1.1,109,-12,-30,9,-1,10,-1
Cc1ccnc(NC(=O)c2ccc(COc3ccc(Cl)cc3)o2)c1,-5,93,-2.0,101,2,-11,0,0,28,13
Cc1oc(-c2ccccc2F)nc1CN1CCC(C(=O)NC2CCCc3ccccc32)CC1 (centres undefined),-4,33,-4.0,38,-11,-23,3,-1,4,12
Cc1onc(-c2ccccc2Cl)c1C(=O)Nc1ccc(S(=O)(=O)NCC2CCCO2)cc1 (centres undefined),-9,87,-3.5,89,-4,-30,2,3,4,-4
CCCC(=O)Nc1cccc(NC(=O)c2ccccc2Br)c1,-3,87,-2.6,103,-45,-25,17,-1,22,4
O=C(CCC(=O)OCC(=O)c1cccc([N+](=O)[O-])c1)Nc1ccccc1Cl,1,81,-0.4,93,9,-51,0,-1,18,1
COC(=O)C1=CN(C(C)C)C=C(C(=O)OC)C1c1cc(Br)c(OC)c(OC)c1,/,80,-0.9,73,-48,-36,3,/,7,7
CC(=O)Nc1cccc(NC(=O)CSc2nc(C)c(C)c(C)c2C#N)c1,-6,91,-1.8,90,-27,-13,-5,1,4,-2
O=C(NNC(=O)c1ccccc1Br)c1ccc(Cl)cc1,-13,110,-0.2,92,0,7,-8,-3,18,1
O=C(COc1ccccc1)Nc1cccc(-c2nc3ccccc3[nH]2)c1,-8,85,-0.9,66,/,-9,8,-2,31,2
Cc1onc(-c2ccccc2)c1C(=O)Nc1cccc(C#N)c1,-11,89,-0.9,89,-3,-20,16,0,33,2

Arranged by molar mass (lowest first): part of the list above.
Compound,Yeast lifespan up,HCT116 bCat-KO,MRP-1 activ,PTEN del growth,E-sel TNF inh,BB579 growth dn,GALR2 blocker,Phagocytosis inh,Measles CPE,NPY Y2 blocker
Cc1onc(-c2ccccc2)c1C(=O)Nc1cccc(C#N)c1,-11,89,-0.9,89,-3,-20,16,0,33,2
O=C(COc1ccccc1)Nc1cccc(-c2nc3ccccc3[nH]2)c1,-8,85,-0.9,66,/,-9,8,-2,31,2
O=C(NNC(=O)c1ccccc1Br)c1ccc(Cl)cc1,-13,110,-0.2,92,0,7,-8,-3,18,1
CCCC(=O)Nc1cccc(NC(=O)c2ccccc2Br)c1,-3,87,-2.6,103,-45,-25,17,-1,22,4
O=C(CCC(=O)OCC(=O)c1cccc([N+](=O)[O-])c1)Nc1ccccc1Cl,1,81,-0.4,93,9,-51,0,-1,18,1
Cc1oc(-c2ccccc2F)nc1CN1CCC(C(=O)NC2CCCc3ccccc32)CC1 (centres undefined),-4,33,-4.0,38,-11,-23,3,-1,4,12
COC(=O)C1=CN(C(C)C)C=C(C(=O)OC)C1c1cc(Br)c(OC)c(OC)c1,/,80,-0.9,73,-48,-36,3,/,7,7
